# Source: PubChem BioAssay
# ERK EGF block: blocks ERK signaling stimulated by EGF; HEK293-V1b, EGF-stimulated phospho-ERK AlphaScreen; Potency, µM (titrated, usually from 11.5 µM), inactives show top-dose activity change, negative = inhibition, usual class: inhibitors; hit rate 0.41% among 130,000; active means well fitted inhibition curve with a large enough effect; inconclusive means small, poorly fitted or top-dose-only effect, or effect the other way;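 further: plate controls were stimulated vehicle wells for no effect and unstimulated vehicle basal for full effect; nearly all actives have a fitted effect of over 55% in size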
#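 Stably V1b-transfected HEK293 cells; 30 min compound, then EGF 25 nM final for 5 min at 37C; 10 min lysis; phospho-ERK by AlphaScreen after 5 hr beads at room temperature.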
# * hit, by the source's call; ? = inconclusive; & = joins results of further samples; [ ] = another dose, or the depositor's remark. Potency means the concentration at half of the fitted maximal effect.
SMILES,ERK EGF block
O=C(Nc1ccccc1O)c1csc2c1CCCC2,0%
COc1ccc(Oc2ncc3nc(-c4cn(C)c5ccccc45)c(=O)n(CCC#N)c3n2)cc1,?
Cc1ccc(S(=O)(=O)NCCCn2ccnc2)cc1,2%
O=C(/C=C\Nc1ccccc1Br)c1ccc2c(c1)OCO2,-2%
COc1ccc(C(=O)N/N=C(\CCC(=O)O)c2ccc(C(C)(C)C)cc2)cc1OC,4%
COCCNC(=O)c1cccc(C)c1[N+](=O)[O-],2%
CC(C)(C)NC(=O)CSc1nc2[nH]ncc2c(=O)[nH]1,-7%
O=C(c1ccccc1)n1ccn(-c2ccccc2)c1=S,8%
Brc1ccc(CSc2nnc(-c3cccnc3)o2)cc1,-29%
CCc1noc(C)c1C(=O)N1CCCC(C(=O)c2cc(F)ccc2F)C1 (centres undefined),1%
Cn1c(=O)c(C(=O)COC(=O)c2cc(C(F)(F)F)nc3c(C(F)(F)F)cccc23)c(N)n(CC2CC2)c1=O,?
COCCNC(=S)N/N=C/c1ccc(OCc2ccc(C(=O)OC)cc2)c(OC)c1,9%
COc1ccc2oc(=O)c(-c3nc(C)cs3)cc2c1,-13%[57.5 µM]
CC(=O)c1ccc(Nc2cc(C)nc3nc(C)nn23)cc1,4%
CCc1cccc(CC)c1NC(=S)N(CCN(C)C)C(C)c1cccnc1 (centres undefined),6%
CCN(CC)S(=O)(=O)c1ccc(OC)c(NC(=O)c2cc(C)on2)c1,-8%
CCN(CC(=O)NC1CCS(=O)(=O)C1)S(=O)(=O)c1ccc2ccccc2c1 (centres undefined),11%
COc1ccccc1C1CCCN1Cc1nc(-c2cc3c(cc2Cl)OCO3)oc1C (centres undefined),-3%
Cc1cc(C(=O)NC2Cc3ccccc3C2)c(C)o1,0%[57.5 µM]
COc1ccc(-c2ccnc(SCC(=O)Nc3ccccn3)n2)cc1,-4%
Cc1ccc2nc(NNC(=O)c3ccc4c(c3)OCCO4)sc2c1,2%
COC(=O)N/N=C/c1cc(N=Nc2ccccc2)ccc1O,-5%[57.5 µM]
Fc1ccc(C2=NOC(c3nnc(-c4ccccc4)o3)C2)cc1 (centres undefined),5%[57.5 µM]
CNC(=S)N/N=C/c1c(Cl)cccc1Cl,3%
Cc1cc(C)c2c(CCl)cc(=O)oc2c1,?
CN(C)c1ccc(/C=N/n2c(-c3cccnc3)n[nH]c2=S)cc1,-6%
CN(C)/C=N/c1sc2c(c1C#N)CCCCC2,4%
COc1ccccc1CN1C[C@@H]2C[C@@H](c3ccccc3OC)N3CCC[C@@]23C1=O,2%[57.5 µM]
O=C(C1CC1)N1CCN(c2ccc([N+](=O)[O-])cc2-n2cccc2)CC1,10%[57.5 µM]
CC(Cc1ccccc1)C(=O)NCc1ccccn1 (centres undefined),9%&-3%
CCCCNC(=S)N1CCN(c2nc3ccccc3s2)CC1,-1%
Cc1cccc(NC(=O)CCC(=O)Nc2nnc(C(F)(F)F)s2)c1,-2%[57.5 µM]
COc1cccc(OC)c1C(=O)Nc1cccc(C(C)=O)c1,0%
CCCCCn1c(Sc2ncccn2)nc2c1c(=O)[nH]c(=O)n2C,4%
C/C=C/c1ccc(OCC(=O)Nc2cc(OC)c(OC)c(OC)c2)c(OC)c1,-2%
CCOC(=O)CNC(=S)n1ncnc1N,0%

# Sorted by SMILES length (ascending): part of the list above.
SMILES,ERK EGF block
CCOC(=O)CNC(=S)n1ncnc1N,0%
CN(C)/C=N/c1sc2c(c1C#N)CCCCC2,4%
CCCCNC(=S)N1CCN(c2nc3ccccc3s2)CC1,-1%
Cc1cccc(NC(=O)CCC(=O)Nc2nnc(C(F)(F)F)s2)c1,-2%[57.5 µM]
C/C=C/c1ccc(OCC(=O)Nc2cc(OC)c(OC)c(OC)c2)c(OC)c1,-2%
O=C(C1CC1)N1CCN(c2ccc([N+](=O)[O-])cc2-n2cccc2)CC1,10%[57.5 µM]

# Additional structures follow:
SMILES,ERK EGF block
COC(=O)/C=C/C(=O)Nc1cccc(C(F)(F)F)c1,-2%
COc1ccc(N2CCN(C(CNC(=O)C(C)(C)C)c3cccnc3)CC2)cc1 (centres undefined),-5%
NNC(=O)c1ccc(COc2ccc3ccccc3c2)o1,1%[57.5 µM]
CC(C)/C=N/Nc1nc2c(c(=O)n(C)c(=O)n2C)n1C,-2%[57.5 µM]
CCCCOc1ccc(C(=O)N/C(=C\c2cccc([N+](=O)[O-])c2)C(=O)OCc2ccco2)cc1,9%
O=C(NC(=S)Nc1ccc(S(=O)(=O)Nc2nccs2)cc1)c1ccccc1F,-10%
CS(=O)(=O)N1CCC(C(=O)N2CCN(C(c3ccccc3)c3ccccc3)CC2)CC1,-1%
COc1ccc(Oc2ncc3nc(-c4ccc(OC)cc4)c(=O)n(Cc4cccs4)c3n2)cc1,-6%
CCN(C(=S)Nc1ccc(OC(F)F)cc1)C1CCCCC1,9%
CCCn1c(C)nc2c(NCCN(C(C)C)C(C)C)nc(C)nc21,-2%
O=C(c1cc(N2C(=O)C3C4CCC(C4)C3C2=O)ccc1Cl)N1CCN(c2ccccc2)CC1 (centres undefined),-1%
Cc1ccnc(N2CCC(C(=O)Nc3ccc4c(c3)OCCO4)CC2)n1,-17%

# In the list so far, these contain a nitro group on carbon:
SMILES,ERK EGF block
COCCNC(=O)c1cccc(C)c1[N+](=O)[O-],2%
O=C(C1CC1)N1CCN(c2ccc([N+](=O)[O-])cc2-n2cccc2)CC1,10%[57.5 µM]
CCCCOc1ccc(C(=O)N/C(=C\c2cccc([N+](=O)[O-])c2)C(=O)OCc2ccco2)cc1,9%

# Next part:
SMILES,ERK EGF block
CC[C@@H](C)[C@@H](C(=O)N1CCN(C(=O)OC(C)(C)C)CC1)n1cc(CCCN=C(NC(=O)OC(C)(C)C)NC(=O)OC(C)(C)C)nn1,-10%[57.5 µM]
CC(C)(C)NCC(=O)N/N=C/c1ccc(OCc2ccccc2)cc1,-2%
O=C(NN=C1CCCC1)c1[nH]c2ccc(Cl)cc2c1-c1ccccc1,0%[57.5 µM]
Nc1nc(C2CCOCC2)cs1,-12%[57.5 µM]
Cc1ccc(N=Nc2ccc(O)c3ncccc23)cc1,2%
O=c1[nH]cnc2nc(-c3ccccc3)c(-c3ccccc3)nc12,4%
O=C(NCC1CCCO1)C(c1cccs1)N(C(=O)c1ccc(CN2CCOCC2)o1)c1ccc(Cl)cc1 (centres undefined),13%
COc1ccc(CNS(=O)(=O)NCc2ccc(OC)c(OC)c2)cc1OC,0%
Cc1cccc(NC(=S)N(Cc2cccs2)Cc2cc3cc(C)ccc3[nH]c2=O)c1,-9%
O=c1[nH]c(SCc2nc3ccccc3c(=O)n2-c2ccccc2)nc2ccccc12,-3%
O=C(NNC(=O)C1COc2ccccc2O1)c1cccc([N+](=O)[O-])c1 (centres undefined),-8%
O=C(N/N=C/c1ccncc1)c1cccc(S(=O)(=O)Nc2ccc(Cl)cc2)c1,-10%[57.5 µM]
COc1ccc(/C=C\C(=O)NCC(=O)N/N=C/c2ccc(O)cc2O)cc1,9%[57.5 µM]
COc1ccc(C2Nc3ccccc3C(=O)N2c2ccc(Cl)cc2)cc1Cn1cc([N+](=O)[O-])cn1 (centres undefined),-3%
Fc1ccccc1Nc1nc2c(s1)CCc1ccccc1-2,17%
CCCCCn1c(N)c(-c2nc3ccccc3o2)c2c([N+](=O)[O-])nn(C)c(=O)c21,-16%
O=C(Nc1ccc(-c2csc(Nc3ccc(Cl)cc3)n2)cc1)c1cccc(C(F)(F)F)c1,0%[57.5 µM]
FC(F)(F)c1ccccc1-n1ccnc1,4%&8%&-5%
COC(=O)N/N=C\c1c(C)nn(-c2ccccc2)c1Cl,-4%
O=C(CSc1ncccn1)NCc1ccc(Cl)cc1,18%
CC(C(=O)N1CCN(Cc2ccccc2)CC1)c1ccc([N+](=O)[O-])cc1 (centres undefined),-1%[57.5 µM]
C1CCCCCC(=NNc2nn[nH]n2)CCCCC1,0%[57.5 µM]
O=C(C1CCN(S(=O)(=O)c2cccc([N+](=O)[O-])c2)CC1)N1CCOCC1,3%
Cc1ccsc1/C=N/n1c(=S)[nH]nc(C)c1=O,-11%
CCOc1ccc(NC(=O)c2ccc(NC(=O)COC(=O)Cc3ccc(OC)cc3)cc2)cc1,-3%
Cc1ccc(CSc2ccc(-c3cccs3)nn2)cc1,5%
CN(C)CCCO[C@H]1C([C@H](O)CO)O[C@@H]2OC(C)(C)O[C@@H]21 (some centres undefined),-6%
Cc1[nH]nc(NCCO)c1[N+](=O)[O-],-6%[57.5 µM]
CCOc1ccc(C2Nc3ccccc3C(CC)(CC)O2)cc1 (centres undefined),12%
Cc1cccc(-n2c(N)c(-c3nc4ccccc4n3C)c3nc4ccccc4nc32)c1,?
CC1=CC2C(CC1=O)C(C)=CCC2C(C)C (centres undefined),4%
NC(Cc1ccccc1)C(O)(c1ccccc1)c1ccccc1 (centres undefined),?
O=C1CCN(S(=O)(=O)c2cccs2)c2ccc(C(F)(F)F)cc2N1,3%
COc1cc(C(=S)N2CCOCC2)ccc1OC(=O)c1cc([N+](=O)[O-])c(C)c([N+](=O)[O-])c1,-9%
O=S(=O)(NCC1CCCO1)c1ccc(-c2ccc(S(=O)(=O)NCC3CCCO3)cc2)cc1 (centres undefined),9%
CN1CCCC(OC(=O)/C(C#N)=C/c2ccccc2)C1 (centres undefined),3%
CC(C)(Cc1ccc(O)cc1)NC(=O)CC(=O)N=Nc1c(O)[nH]c2ccc(Br)cc12,-9%
O=C(CCn1c(=O)[nH]c2ccsc2c1=O)NCc1ccc(F)cc1,-2%
Cc1ccc(S(=O)(=O)Nc2ccc3c(c2)OCCO3)cc1C,5%
NC(=O)CC(NC(=O)Cc1ccc(Br)cc1)c1ccc(NCc2ccc(F)cc2)c([N+](=O)[O-])c1 (centres undefined),8%[57.5 µM]
O=C(c1ccccc1)N1CCCc2ccccc21,4%
N/C(=N/OC(=O)c1ccccc1F)c1nonc1N,6%
CCCCC1=CC2=C(c3ccco3)C(=O)C(C)(OC(=O)c3ccc(OC)cc3)C(=O)C2=CN1CCCCO (centres undefined),-10%[57.5 µM]
CCOc1ccc(C2NC(=O)NC(C)=C2[N+](=O)[O-])cc1OC (centres undefined),?
Cc1cc(S(=O)(=O)N(Cc2cccs2)Cc2ccccc2F)ccc1-n1cnnn1,-2%
CCOC(=O)C1(CC2CCCCO2)CCN(S(=O)(=O)c2ccsc2)CC1 (centres undefined),-6%
CC(NC(=O)CN(c1cccc(C(F)(F)F)c1)S(=O)(=O)c1ccc(Cl)c([N+](=O)[O-])c1)c1ccccc1 (centres undefined),-8%
CCOC(=O)c1c(C)nc(C)c(C(=O)OCC)c1-c1ccccc1,5%[57.5 µM]

# Looked up by structure from above:
SMILES,ERK EGF block
Cc1cc(S(=O)(=O)N(Cc2cccs2)Cc2ccccc2F)ccc1-n1cnnn1,-2%
CC(NC(=O)CN(c1cccc(C(F)(F)F)c1)S(=O)(=O)c1ccc(Cl)c([N+](=O)[O-])c1)c1ccccc1 (centres undefined),-8%

# Carrying on:
SMILES,ERK EGF block
Cc1nonc1N1CCN(Cc2cn[nH]c2-c2ccc3c(c2)OCO3)CC1,3%
CCCCC1=CC2=C(c3ccco3)C(=O)C(C)(OC(=O)c3ccc(OC)cc3)C(=O)C2=CN1C1CC1 (centres undefined),-4%[57.5 µM]
O=C(O)c1cc(-c2cccc(Cl)c2)nc2nc(N3CCCCC3)sc12,-2%
NNc1nc(Nc2ccccc2)nc(Nc2ccccc2)n1,-1%
O=C(NN=C1CCCCCCC1)c1ccc2ccccc2n1,?
CCC(C)n1ncn(-c2ccc(N3CCN(c4ccc(O)cc4)CC3)cc2)c1=O (centres undefined),9%
Cc1cc(C)nc(NNC2=CC(=O)CC(C)(C)C2)n1,7%
FC(F)(F)c1cccc(Cc2noc(CN3CCSCC3)n2)c1,-6%
CC(=O)[C@H]1CC[C@@H]2[C@H]3CC=C4C[C@@H](O)CC[C@]4(C)[C@H]3CC[C@]12C,6%[25.7 µM]
Cc1sc2nc(CSCC(=O)Nc3ccc(N4CCOCC4)cc3)[nH]c(=O)c2c1C,4%[57.5 µM]
CCOc1ccccc1Nc1ccnc2cc(Cl)ccc12,2%
COc1cc2c(cc1OC)CN(C(=O)CSc1nc(C)cc(C)c1C#N)CC2,10%
Cc1cc(C(=O)CN2C(=O)NC3(CCCC3)C2=O)c(C)n1-c1ccc2c(c1)OCO2,-10%
CCOC(=O)N1CCN(CC(=O)Nc2ccc(F)cc2)CC1,11%
COC(=O)CN(C#N)c1nc(C)cc(C)n1,0%
COc1ccc(-n2c(Cc3cccn3C)nnc2SCC(=O)NCc2ccco2)cc1,-3%
O=C(CSC(=S)N1CCOCC1)Nc1ncc2c(n1)CC(c1ccco1)CC2=O (centres undefined),3%[57.5 µM]
COc1ccc(C)cc1NC(=S)N1CCN(c2ncccn2)CC1,-5%
c1ccc(COC(CN2CCCCCC2)CN2CCCCCC2)cc1,-1%[57.5 µM]
CC(=O)N(CCN1CCOCC1)Cc1cc2cc3c(cc2nc1Cl)OCO3,-8%
COC(=O)[C@@]1(Cc2ccc(OC)cc2)[C@H]2c3cc(C(=O)N4CCCC4)n(Cc4ccc(C)o4)c3C[C@H]2CN1C(=O)c1ccccc1,4%&5%
COc1ccc2cc(C(C)C(=O)O)ccc2c1 (centres undefined),-15%&-5%
CCC1(C)SC(NC(C)=O)=NN1C(C)=O (centres undefined),-9%

# Among those listed so far, these have a COOH group:
SMILES,ERK EGF block
COc1ccc(C(=O)N/N=C(\CCC(=O)O)c2ccc(C(C)(C)C)cc2)cc1OC,4%
O=C(O)c1cc(-c2cccc(Cl)c2)nc2nc(N3CCCCC3)sc12,-2%
COc1ccc2cc(C(C)C(=O)O)ccc2c1 (centres undefined),-15%&-5%

# The list is partial; count on the stated rates, not on these rows.
